POLB inh: blocks human DNA polymerase beta activity; Pol beta primer extension/strand displacement, fluorescence kinetic; Potency, µM (titrated, usually from 114 µM), for the others: at the top dose activity change, negative = inhibition, actives largely listed as inhibitors; 340,000 tested, 1.3% active; further: on the % scale 0 is the no-effect control and ±100 the full control effect
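Pol beta (10 nM) and compounds were preincubated 15 min at room temperature, then 50 nM substrate (final) started primer extension/strand displacement. Reads were taken at 0 and 10 min; concentration-response data were fitted to a four-parameter Hill equation.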
BAZ2B block: BAZ2B (human) inhibition | Q9UIF8 | AlphaScreen BAZ2B-H3K14Ac peptide displacement | Potency, µM (doses to about 114 µM), inactives show top-dose activity change, negative = inhibition, actives largely listed as inhibitors | 360,000 tested, 4.4% active | AID 504333; further: on the % scale 0 is the no-effect control and ±100 the full control effect; nearly all actives have a fitted effect of over 60% in size
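Multi-concentration screen (max 110 uM) measuring displacement of acetylated histone H3 peptide from BAZ2B by AlphaScreen, using 50 nM protein, 50 nM peptide and 10 ug/mL streptavidin donor plus Ni-chelate acceptor beads.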
BLM inh: inhibitors of human Bloom syndrome helicase BLM; P54132; recombinant BLM DNA unwinding, fluorescence dequenching; Potency, µM (doses to about 56.1 µM), without a hit: top-dose activity change, negative = inhibition, most hits filed as inhibitors; 350,000 tested, 0.2% active;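 further: plate controls were vehicle for no effect and no enzyme for full effect; nearly all actives have a fitted effect of over 35% in size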
G9a inh: inhibitors of human histone lysine methyltransferase G9a | G9a H3K9 monomethylation, AlphaScreen, 2 h | Potency, µM (top dose mostly 102 µM), for the others: at the top dose activity, negative = inhibition, most hits filed as inhibitors | 350,000 tested, 8.8% active | AID 504332; further: on the % scale 0 is the no-effect control and ±100 the full control effect; nearly all actives have a fitted effect of over 75% in size
Target sequence (Q96KQ7 913-1193 limits assumed): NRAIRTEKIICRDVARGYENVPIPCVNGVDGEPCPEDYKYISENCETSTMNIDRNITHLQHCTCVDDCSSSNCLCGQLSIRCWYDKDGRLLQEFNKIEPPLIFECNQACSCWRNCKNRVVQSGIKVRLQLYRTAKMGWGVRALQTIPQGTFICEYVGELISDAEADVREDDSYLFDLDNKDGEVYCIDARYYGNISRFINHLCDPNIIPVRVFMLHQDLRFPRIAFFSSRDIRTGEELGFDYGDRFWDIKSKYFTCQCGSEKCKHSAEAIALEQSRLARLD
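Chemiluminescent proximity detection of H3K9 monomethylation, read after 10 min bead incubation in the dark. Reaction: 20 nM G9a, 500 nM biotin-H3K9 peptide, 20 uM SAM cofactor, 2 h, room temperature, following 15 min enzyme-compound preincubation.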
POLK inh: DNA polymerase kappa (human) inhibition; Q9UBT6; purified Pol kappa, fluorescent DNA synthesis assay, 10 min; Potency, µM (top dose mostly 107 µM), inactives show top-dose activity, negative = inhibition, usual class: inhibitors; 400,000 tested, 0.53% active; AID 588579; further: on the % scale 0 is the no-effect control and ±100 the full control effect
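Kinetic fluorescence screen: compound preincubated 15 min RT with 10 nM enzyme; 50 nM substrate (final) initiates; reads at 0/10 min.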
APEX1 inh: APE1 (human) endonuclease inhibition; P27695; recombinant APE1, TAMRA/BHQ-2 abasic DNA cleavage fluorescence; Potency, µM (top dose mostly 65.8 µM), inactives show top-dose activity change, negative = inhibition, hits mostly inhibitors; 350,000 tested, 0.35% active;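 further: plate controls were vehicle for no effect and reference inhibitor for full effect; nearly all actives have a fitted effect of over 55% in size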
Target sequence (P27695 whole entry, looked up): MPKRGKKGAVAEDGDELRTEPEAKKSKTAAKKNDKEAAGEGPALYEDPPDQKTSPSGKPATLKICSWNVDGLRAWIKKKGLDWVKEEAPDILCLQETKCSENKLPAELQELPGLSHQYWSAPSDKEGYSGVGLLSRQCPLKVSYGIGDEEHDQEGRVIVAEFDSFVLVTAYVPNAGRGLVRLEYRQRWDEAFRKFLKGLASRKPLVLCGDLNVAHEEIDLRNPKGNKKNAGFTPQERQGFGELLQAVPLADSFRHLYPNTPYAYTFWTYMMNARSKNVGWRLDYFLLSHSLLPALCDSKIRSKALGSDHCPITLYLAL
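Enzyme (0.75 nM final) and test compound are incubated 15 min at room temperature before adding 50 nM quenched THF abasic-site duplex. Cleavage dequenches TAMRA, followed at 525/598 nm over three reads one minute apart.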
POLI inh: blocks human DNA polymerase iota activity; 390,000 tested, 1% active; Q9UNA4; Pol iota fluorescent replication assay, 10 min; AID 588590; Potency, µM (highest dose often 115 µM), without a hit: at the top dose activity, negative = inhibition, actives largely listed as inhibitors
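Fluorescent replication assay read twice, at 0 min and 10 min after adding 50 nM (final) substrate. Enzyme (10 nM) and compounds were first incubated 15 min at room temperature; enzyme-free buffer wells were negative controls.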
JMJD2A Tudor inh: inhibitors of human JMJD2A Tudor domain | AlphaScreen JMJD2A-Tudor / H3K4me3 peptide binding | AID 504339 | 390,000 tested, 4.4% active | Potency, µM (top dose mostly 114 µM), without a hit: at the top dose activity change, negative = inhibition, most hits filed as inhibitors | O75164; further: on the % scale 0 is the no-effect control and ±100 the full control effect; nearly all actives have a fitted effect of over 50% in size
POLH inh: DNA polymerase eta (human) inhibition; Q9Y253; recombinant Pol eta, fluorescent DNA replication assay; Potency, µM (top dose mostly 114 µM), for inactives: at the highest dose activity change, negative = inhibition, actives largely listed as inhibitors; 390,000 tested, 1.2% active; further: on the % scale 0 is the no-effect control and ±100 the full control effect
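Pol eta (10 nM) was preincubated with compounds for 15 min at room temperature, after which fluorescent replication substrate (50 nM final) was added to start the reaction. Fluorescence was read kinetically at 0 and 10 min.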
Numbers without * were called inactive; ? = inconclusive; · = not tested or not shown; [ ] = remark or other dose. The call rests on the fitted dose curve; in most records, active means well fitted curve in the direction sought with a large enough effect; inconclusive means small, poorly fitted or top-dose-only effect, or another doubt; inactive means no such curve, though single readings can be large; an effect the other way counts as inactive or inconclusive. Potency means the concentration at half of the fitted maximal effect.

(1) CC(C)C1C(C#N)=C(N)Oc2n[nH]c(C(C)(C)C)c21 (stereo not given)
(2) CC(CCc1ccccc1)NC(=O)CCCCCNc1nc(=S)[nH]c2ccccc12 (stereo not given)
(3) O=C(Oc1cccc2cccnc12)c1ccc(Br)o1
(4) O=C1C=Cc2ccccc2/C1=C/c1[nH]c(=O)[nH]c1O
(5) Cc1ccccc1Cn1nnc2c(=O)[nH]c(C3CCN(C(=O)c4ccccc4)CC3)nc21
(6) COC(=O)c1c(N(S(C)(=O)=O)S(C)(=O)=O)sc2c1CCN(c1ncc(C(F)(F)F)cc1Cl)C2
compound no.	1	2	3	4	5	6
POLB inh	-1%	5%	12%	-10%	-1%	-23%
BAZ2B block	-6%	-6%	50µM*	-15%	-2%	-6%
BLM inh	-6%	-1%	-3%	-4%	0%	-17%
G9a inh	-11%	7%	?	?	11%[59 µM]	?
POLK inh	-3%	·	-1%	11%	-26%	-30%
APEX1 inh	-3%	0%	-6%	-2%	·	13%
POLI inh	15%	·	12%	35%[activator]	?	32µM*
JMJD2A Tudor inh	1%	·	-23%	-11%	-1%	-30%
POLH inh	-14%	·	-2%	2%	-23%	-12%

(7) O=C(NCc1ccccc1)N1CCC(CO)(CCc2ccccc2)CC1
(8) Cc1cc(S(=O)(=O)N2CCOCC2)ccc1OCC(=O)NCCN1CCOCC1
(9) CCc1ccc(NCc2cc3ccc(OC)cc3n(CC(=O)Nc3ccc(C(C)C)cc3)c2=O)cc1
(10) COc1cc(-c2nc(CCNC(=O)c3ccco3)cs2)cc(OC)c1OC
(11) CCN1CCN(Cc2nc3c(c(=O)[nH]c(=O)n3C)n2Cc2ccccc2Cl)CC1
(12) O=C(NCc1ccccc1F)C(=O)NCC(c1ccco1)S(=O)(=O)c1cccs1 (stereo not given)
compound no.	7	8	9	10	11	12
POLB inh	4%	39%	0%	15%	2%	-1%
BAZ2B block	4%	-1%	?	-15%	-4%	-2%
BLM inh	-3%	-6%	-2%	-1%	-8%	2%
G9a inh	9%	13%	-29%[59 µM]	2%	-9%[59 µM]	-6%[59 µM]
POLK inh	-2%	-22%	-13%	-3%	3%	-7%[60.1 µM]
APEX1 inh	5%	23%	·	16%	-3%	·
POLI inh	2%	161%[activator]	8%	13%	-13%	22%
JMJD2A Tudor inh	0%	-7%	-16%	-28%	6%	-11%
POLH inh	-6%	?	-7%	3%	-6%	-16%

(13) Cc1ccc(C(NC(=O)c2ccccc2)C(Cl)Cl)cc1 (stereo not given)
(14) CSC1=C(C#N)C(c2ccccc2Cl)C(C(=O)c2cccs2)C(O)(C(F)(F)F)N1 (stereo not given)
(15) COc1ccc(S(=O)(=O)Nc2ccc3c(c2)C(=O)N([C@H](C)CO)C[C@H](C)[C@@H](CN(C)C(=O)NC(C)C)O3)cc1
(16) Cc1ccc(NCC(=O)N/N=C/c2ccc(-c3cccc(C(F)(F)F)c3)o2)cc1
(17) O=C(COC(=O)c1cc2ccccc2oc1=O)Nc1ccc(F)cc1F
(18) Cc1ccc(-c2nn(-c3ccc(F)cc3)cc2C(=O)NCC(c2cccs2)N2CCOCC2)cc1 (stereo not given)
compound no.	13	14	15	16	17	18
POLB inh	0%	15%	·	?	-10%	·
BAZ2B block	-3%	-5%	·	?	1%	2%
BLM inh	-3%	-9%	·	-9%	-2%	·
G9a inh	-3%[59 µM]	?	·	-5%[59 µM]	-1%	7%
POLK inh	-2%	-8%	0%	-14%	-6%	2%
APEX1 inh	3%	-4%	-4%	7%	-3%	-14%
POLI inh	5%	4%	22%	5%	?	4%
JMJD2A Tudor inh	-6%	-26%	-20%	?	-14%[11.4 µM]	-25%
POLH inh	-15%	-10%	-17%	-16%	25%	-9%

(19) CCCC(=O)c1ccc(N2CCN(C(=O)OCC)CC2)c(F)c1
(20) CCc1ccc(OCC(=O)NNC(=O)c2ccc(NC(=O)C3CC3)cc2)cc1
(21) CNS(=O)(=O)c1cc(NC(=O)CCNC(=O)c2ccco2)ccc1C
(22) CC1CCN(S(=O)(=O)c2cc(C(=O)N3CCN(c4ncccn4)CC3)ccc2Br)CC1
(23) Cn1c(=O)c2c(nc(NN=C3CCCC3)n2C)n(C)c1=O
(24) Cc1ccc(C(=O)O)cc1NC(=S)NCCc1ccccc1
compound no.	19	20	21	22	23	24
POLB inh	-2%	32µM*	25%	8%	30%	1%
BAZ2B block	-3%	?	7%	-6%	?	-3%
BLM inh	-3%	-8%	1%	-12%	0%	-2%
G9a inh	11%[59 µM]	?	-1%	9%[59 µM]	40µM*	·
POLK inh	-15%	-8%	-2%	-8%	-14%	-1%
APEX1 inh	1%	?	-1%	-4%	-3%	-4%
POLI inh	5%	79µM*	27%	13%	?	22%
JMJD2A Tudor inh	3%	-33%	-7%	-21%	-27%	9%
POLH inh	-2%	?	-9%	-10%	1%	-3%

(25) CCc1ccccc1NC(=O)NCc1ccc2c(c1)CCN2C(=O)c1ccccc1
(26) Cc1cc(C)c[n+](C[n+]2cc(C)cc(C)c2)c1
(27) CC1=CC(C)(C)N(C(=O)CSc2nnc(N)s2)c2c(C)cc(C)cc21
(28) COc1ccccc1C(=O)Nc1ccc2[nH]ncc2c1
compound no.	25	26	27	28
POLB inh	14%	-9%	14%	2%
BAZ2B block	-3%	-5%	-9%	-4%
BLM inh	-10%	-3%	-4%	-6%
G9a inh	19%[59 µM]	4%	6%[12.7 µM]	·
POLK inh	-6%[60.1 µM]	-8%	-7%	-21%
APEX1 inh	·	0%	0%	6%
POLI inh	-7%	18%	-12%	15%
JMJD2A Tudor inh	-19%	-4%	-11%	-18%
POLH inh	-13%	-11%	?	-7%

Laid out differently: results already given
Under each structure – POLB inh | BAZ2B block | BLM inh | G9a inh | POLK inh | APEX1 inh | POLI inh | JMJD2A Tudor inh | POLH inh
14) CSC1=C(C#N)C(c2ccccc2Cl)C(C(=O)c2cccs2)C(O)(C(F)(F)F)N1 (stereo not given)
 : 15% | -5% | -9% | ? | -8% | -4% | 4% | -26% | -10%
15) COc1ccc(S(=O)(=O)Nc2ccc3c(c2)C(=O)N([C@H](C)CO)C[C@H](C)[C@@H](CN(C)C(=O)NC(C)C)O3)cc1
 : · | · | · | · | 0% | -4% | 22% | -20% | -17%
16) Cc1ccc(NCC(=O)N/N=C/c2ccc(-c3cccc(C(F)(F)F)c3)o2)cc1
 : ? | ? | -9% | -5%[59 µM] | -14% | 7% | 5% | ? | -16%
17) O=C(COC(=O)c1cc2ccccc2oc1=O)Nc1ccc(F)cc1F
 : -10% | 1% | -2% | -1% | -6% | -3% | ? | -14%[11.4 µM] | 25%
18) Cc1ccc(-c2nn(-c3ccc(F)cc3)cc2C(=O)NCC(c2cccs2)N2CCOCC2)cc1 (stereo not given)
 : · | 2% | · | 7% | 2% | -14% | 4% | -25% | -9%
19) CCCC(=O)c1ccc(N2CCN(C(=O)OCC)CC2)c(F)c1
 : -2% | -3% | -3% | 11%[59 µM] | -15% | 1% | 5% | 3% | -2%
20) CCc1ccc(OCC(=O)NNC(=O)c2ccc(NC(=O)C3CC3)cc2)cc1
 : 32µM* | ? | -8% | ? | -8% | ? | 79µM* | -33% | ?
21) CNS(=O)(=O)c1cc(NC(=O)CCNC(=O)c2ccco2)ccc1C
 : 25% | 7% | 1% | -1% | -2% | -1% | 27% | -7% | -9%
22) CC1CCN(S(=O)(=O)c2cc(C(=O)N3CCN(c4ncccn4)CC3)ccc2Br)CC1
 : 8% | -6% | -12% | 9%[59 µM] | -8% | -4% | 13% | -21% | -10%
23) Cn1c(=O)c2c(nc(NN=C3CCCC3)n2C)n(C)c1=O
 : 30% | ? | 0% | 40µM* | -14% | -3% | ? | -27% | 1%
24) Cc1ccc(C(=O)O)cc1NC(=S)NCCc1ccccc1
 : 1% | -3% | -2% | · | -1% | -4% | 22% | 9% | -3%
25) CCc1ccccc1NC(=O)NCc1ccc2c(c1)CCN2C(=O)c1ccccc1
 : 14% | -3% | -10% | 19%[59 µM] | -6%[60.1 µM] | · | -7% | -19% | -13%
26) Cc1cc(C)c[n+](C[n+]2cc(C)cc(C)c2)c1
 : -9% | -5% | -3% | 4% | -8% | 0% | 18% | -4% | -11%
27) CC1=CC(C)(C)N(C(=O)CSc2nnc(N)s2)c2c(C)cc(C)cc21
 : 14% | -9% | -4% | 6%[12.7 µM] | -7% | 0% | -12% | -11% | ?

From PubChem BioAssay

Only part of the results is shown (hit frequency here may not be typical).
